Bioassay records (PubChem BioAssay)
IMP-1 inh = inhibitors of Pseudomonas aeruginosa IMP-1 metallo-beta-lactamase. purified IMP-1, nitrocefin hydrolysis, epi-absorbance fluorescence. inhibition, % at 5.6 µM. 290,000 compounds, 0.45% hits;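 active = inhibition above the mean plus 3 SD of all compounds in the same screening run, cut at about 4.5% in these data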;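 also: 0% = IMP-1 with DMSO and 100% = DMSO wells lacking enzyme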
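Material – recombinant IMP-1 enzyme, purified · Amount – IMP-1 0.2 nM before substrate addition · Medium – HEPES buffer pH 7.1 with ZnSO4 and Brij 35 · Timing – 25 °C, 15 min preincubation, 25 min reaction · Measured by – plate fluorescence quenching by hydrolysis product, ex 480/em 530 nm · Read-out – percent enzyme inhibition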
SUMO HTRF inh = SUMOylation inhibition | P63279 | HTRF SUMOylation assay, SAE1/SAE2 + UBC9, in vitro | inhibition, % at 35 µM | 290,000 compounds, 0.36% hits | AID 2006; in the data active = inhibition above about 50%, passing the limit was not always enough; also: strong numbers were not always called active
HCV NS3 hel inh = HCV NS3 helicase inhibition; NS3 helicase DNA unwinding, Cy5 molecular beacon fluorescence; inhibition, % at 10.9 µM; 290,000 compounds, 0.56% hits;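 active = inhibition above the mean of all tested compounds plus 3 SD, set per campaign, cut at about 35% in these data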;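 also: 0% = DMSO wells and 100% = thioflavine S control wells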
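System: HCV NS3 helicase fragment; control set: DMSO and thioflavine S; technique: Cy5 fluorescence at 0 and 60 min, beacon hairpin quenching; reagent: beacon DNA duplex substrate plus ATP; replicates: singlicate; schedule: 1 h reaction at 25 °C, ATP-initiated; medium: MOPS buffer pH 6.5 with MgCl2, DTT, Tween20, BSA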
IDE inh = inhibitors of human insulin-degrading enzyme in cells; 320,000 compounds, 0.41% hits; HEK cells, FAbetaB cleavage, fluorescence polarization; AID 434962; P14735; inhibition, % at 5.59 µM;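 active = percent inhibition above the average of all tested compounds plus 3 SD, set per screening campaign, cut at about 16% in these data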;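 also: IDE supplied by intact live HEK cells; FP after avidin binding of uncleaved biotin substrate so inhibition keeps polarization high; 0% = DMSO wells and 100% = 60 µM reference IDE inhibitor Ii1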
Target sequence (P14735 whole entry, looked up): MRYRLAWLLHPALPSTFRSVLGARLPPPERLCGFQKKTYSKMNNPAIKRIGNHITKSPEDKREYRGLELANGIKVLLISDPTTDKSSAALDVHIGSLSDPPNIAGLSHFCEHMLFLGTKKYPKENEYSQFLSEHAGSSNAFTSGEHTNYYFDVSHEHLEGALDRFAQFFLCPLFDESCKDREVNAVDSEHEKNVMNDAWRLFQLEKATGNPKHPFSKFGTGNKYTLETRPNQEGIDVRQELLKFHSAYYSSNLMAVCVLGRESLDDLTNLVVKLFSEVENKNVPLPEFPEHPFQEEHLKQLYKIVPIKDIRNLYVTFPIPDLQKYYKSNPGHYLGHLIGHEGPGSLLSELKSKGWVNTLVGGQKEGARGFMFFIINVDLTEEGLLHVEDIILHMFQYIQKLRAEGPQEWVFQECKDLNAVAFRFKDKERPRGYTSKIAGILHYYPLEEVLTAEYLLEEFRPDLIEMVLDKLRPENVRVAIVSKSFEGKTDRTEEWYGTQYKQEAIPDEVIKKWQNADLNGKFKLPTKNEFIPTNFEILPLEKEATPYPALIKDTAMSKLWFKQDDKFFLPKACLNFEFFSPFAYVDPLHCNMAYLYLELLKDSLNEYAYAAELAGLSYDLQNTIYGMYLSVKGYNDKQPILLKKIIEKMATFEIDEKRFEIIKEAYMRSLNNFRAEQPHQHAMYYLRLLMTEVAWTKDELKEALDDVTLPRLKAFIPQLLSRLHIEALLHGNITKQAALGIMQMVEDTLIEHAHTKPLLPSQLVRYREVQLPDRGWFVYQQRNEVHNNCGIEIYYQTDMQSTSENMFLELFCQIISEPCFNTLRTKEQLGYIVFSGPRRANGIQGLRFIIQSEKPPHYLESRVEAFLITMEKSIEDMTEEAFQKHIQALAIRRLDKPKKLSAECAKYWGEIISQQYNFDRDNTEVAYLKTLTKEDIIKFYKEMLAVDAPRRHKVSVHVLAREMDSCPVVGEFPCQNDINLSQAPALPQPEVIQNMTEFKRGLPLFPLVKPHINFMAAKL
IDE act = activators of human insulin-degrading enzyme in cells | P14735 | HEK cells, FAbeta-B cleavage, fluorescence polarization; 0% vehicle, 100% cell-free pure enzyme wells | activation, % at 5.96 µM | 340,000 compounds, 0.073% hits | AID 493087;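 active = activation above the mean of all tested compounds plus 3 SD, set per screening campaign, cut at about 17% in these data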
VIM-2 inhibitor = inhibitors of Pseudomonas aeruginosa VIM-2 metallo-beta-lactamase. purified VIM-2, nitrocefin hydrolysis, epi-absorbance fluorescence. inhibition, % at 5.6 µM. 290,000 compounds, 0.89% hits;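 active = inhibition above the mean of all tested compounds plus 3 SD, cutoff set per screening run, cut at about 7.5% in these data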;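 also: red hydrolysis product quenches plate fluorescence so inhibitors raise well fluorescence; 0% = enzyme with DMSO and 100% = DMSO without enzyme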
DNA FID counter = displaces DNA intercalator in HCV helicase counter-screen. DNA fluorescent intercalator displacement, fluorescence. inhibition, % at 7.9 µM. 290,000 compounds, 0.17% hits. AID 1845; in the data active = inhibition above about 37%;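 also: 0% = vehicle and 100% = reference compound; higher means more ethidium bromide displaced from hairpin DNA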
M18AAP inhibitor = PfM18AAP enzyme inhibition | recombinant PfM18AAP, H-Glu-NHMec fluorogenic cleavage | inhibition, % at 7.35 µM | 290,000 compounds, 1.2% hits | AID 1822;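 active = inhibition above the campaign mean inhibition over all tested compounds plus 3 SD, cut at about 28% in these data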;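 also: 0% = plate median of test compound wells and 100% = 2 mM ZnCl2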
p-CIP stab down = lowers stability of the mouse p/CIP coactivator protein. F442A p/CIP-EGFP cells, EGFP fluorescence, 16 h. decrease of EGFP signal, % at 10 µM. 290,000 compounds, 0.01% hits. Q05BA5;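 active = EGFP signal decrease of at least 30% at 10 µM or well 3 SD below plate mean, unless failing retest; inactive = the rest, including hits failing retest or dose response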; also: some compounds called inactive have numbers as strong as hits; many of its hits are not listed in these tables
* marks the source's active call; other numbers are inactive results; · = no result given.

SMILES	IMP-1 inh	SUMO HTRF inh	HCV NS3 hel inh	IDE inh	IDE act	VIM-2 inhibitor	DNA FID counter	M18AAP inhibitor	p-CIP stab down
O=C1CC(c2ccccc2)CC(O)=C1C=NC1CCCCC1 (stereo unspecified)	0.0	18.9	-8.5	0.0	-3.5	1.3	-23.2	-2.4	5.5
CCCN(CCC)CCNC(=O)C1CCN(Cc2nc(-c3ccc(Cl)cc3)oc2C)CC1	-1.7	18.9	-30.0	6.9	3.6	-0.5	36.1	3.5	-6.9
Cc1n[nH]c(=O)n1-c1cccc(C(F)(F)F)c1	-1.9	-7.6	-5.0	-6.5	-1.5	-1.4	-3.7	-11.8	-14.4
CN(Cc1ccnc2ccccc12)C(=O)C1CCC(=O)N(Cc2ccccc2F)C1 (stereo unspecified)	-2.1	2.4	3.2	3.2	-2.0	-0.5	-20.3	1.2	4.3
CNC(=S)NC1CC2CCCC(C1)N2Cc1ccc(C)cc1 (stereo unspecified)	-2.1	14.6	1.5	1.9	6.4	0.1	4.0	-4.8	-8.1
O=C(N=Nc1c(O)[nH]c2ccc(Br)cc12)c1cc(-c2cccs2)nc2ccccc12	-2.1	19.4	12.2	·	-1.1	-2.6	-0.2	-13.5	9.2
COc1ccc(S(=O)(=O)N2CCN(CC(=O)Nc3ccccc3OC)CC2)cc1	-1.1	15.5	-0.2	6.0	2.9	0.9	-30.3	-13.2	7.0
NS(=O)(=O)c1ccc(CNS(=O)(=O)c2cc(Cl)ccc2Cl)cc1	-1.6	-13.7	0.6	-1.3	8.6	-2.4	-1.3	-1.2	1.0
CCC(=O)Nc1cccc(C(=O)c2ccccc2)c1	-1.2	-21.0	12.2	9.3	-3.8	2.5	-2.8	-2.7	1.0
NC(=O)CCC(NC(=O)c1ccc(Cl)cc1)C(=O)O (stereo unspecified)	0.6	5.2	11.0	0.4	-1.6	0.1	0.1	0.2	-1.6
CCOC(=O)c1ccccc1-c1csc(NS(=O)(=O)c2ccc(Cl)cc2)n1	-3.3	7.6	6.7	1.9	1.7	-2.7	-54.1	9.8	1.5
O=C1CC(C(F)(F)C(F)(F)C(F)(F)C(F)F)=Nc2ccccc2N1	-1.8	7.6	1.3	-4.9	0.7	-2.2	-6.7	-3.2	3.5
CC(NC(=O)c1ccccc1F)c1nnc(SCc2nc3ccccc3c(=O)[nH]2)n1C (stereo unspecified)	-0.1	0.2	-9.2	0.3	0.3	0.7	-0.8	-10.6	14.7
COc1cccc(CN2CCC(Oc3ccc(C(=O)N4CCCCC4)cc3)CC2)c1O	-1.5	7.2	-8.2	-1.9	2.9	-0.4	5.5	-4.8	-8.3
COc1cc2ncnc(NCc3ccc(Cl)cc3)c2cc1OC	-2.0	18.2	-15.5	0.8	-6.2	-2.7	10.9	8.0	4.9
Cn1c(CSCc2ccccc2Cl)n[nH]c1=S	-4.5	5.9	0.4	0.6	2.2	-2.3	0.0	25.0	-2.5
CN(C)c1ccc(C2Nc3cccc4cccc(c34)N2)cc1	-0.8	6.8	-5.4	-5.7	6.2	3.1	5.3	37.4*	-3.3
Cc1ccc(C)c(S(=O)(=O)N2CCNCC2)c1	-2.4	20.0	3.8	-1.0	3.2	-3.0	-4.0	-3.9	-16.6
Cc1cc(=O)[nH]c(N/N=C/c2cc(C)n(CC(F)(F)F)c2C)n1	-2.1	6.3	-6.4	-1.5	6.6	-3.4	-12.6	8.3	10.4
CCc1ccc(S(=O)(=O)NCc2cn3ccsc3n2)s1	-1.8	-4.9	-0.3	-2.5	2.8	-1.5	-0.1	-1.2	-6.4
CC(=O)c1ccc(NC(=O)Nc2ccccc2)cc1	-1.0	6.8	-1.4	0.4	1.2	-1.8	-6.1	0.8	-5.7
Cc1ccccc1C(=O)NCC(=O)O	-0.2	1.2	-17.4	1.6	0.2	-1.2	-6.2	0.4	-6.7
COc1ccc(C(=O)NCC(=O)c2ccccc2)cc1	-1.2	8.6	3.0	-0.7	3.3	-0.9	7.3	-0.9	3.2
Cc1cc(=O)oc(C)c1C(=O)Nc1cccc2ccccc12	-3.2	4.6	-1.9	-8.5	1.4	-3.1	-0.4	-3.7	-1.7
COc1ccc(C(=O)NCc2nnc(SCC(=O)N3CCCc4ccccc43)o2)cc1OC	-0.2	-15.2	-0.5	2.0	-2.1	1.2	-23.8	1.9	-3.1

(continued)
SMILES	IMP-1 inh	SUMO HTRF inh	HCV NS3 hel inh	IDE inh	IDE act	VIM-2 inhibitor	DNA FID counter	M18AAP inhibitor	p-CIP stab down
COc1ccc(/C=N/NC(=O)c2cccc([N+](=O)[O-])c2)cc1O	-4.0	11.1	0.9	-1.7	-0.9	-4.1	-0.8	9.2	-13.6
CN(C)c1ccc(N=Cc2cccn2C)cc1	-31.4	-55.2	35.5	0.4	1.3	1.5	0.8	57.6*	-7.7
CCn1c(SCC(=O)NCC2CCCO2)nnc1-c1ccccc1 (stereo unspecified)	-4.5	-4.7	-5.6	-0.1	4.0	-1.7	-6.9	-1.3	-2.1
COc1ccc(CCNC(=O)C(C)OC(=O)c2ccco2)cc1OC (stereo unspecified)	-1.9	-1.1	-2.5	-0.5	2.1	0.5	-5.9	3.3	8.7
Cc1ccc(C)c(N2CCN(C3CCCC(C)C3)CC2)c1 (stereo unspecified)	-2.8	2.7	1.0	-0.1	4.2	-1.4	4.0	1.4	6.9
COc1ccc(CSc2nnnn2-c2ccc(C(N)=O)cc2)cc1[N+](=O)[O-]	-3.8	36.4	-7.6	0.7	6.5	-1.9	3.6	-8.0	-12.5
Cc1ccccc1CN1CCN(S(=O)(=O)c2ccc(F)cc2)CC1	-1.9	-4.2	-0.2	1.9	2.5	0.3	-6.7	3.5	-3.0
COc1cc(CNCc2ccco2)cc(OC)c1O	-1.2	-3.9	8.3	-0.1	8.9	0.1	-6.3	-2.5	3.7
CN1/C(=C\C(=S)NC(=O)c2ccccc2Cl)C(C)(C)c2ccccc21	1.0	-1.5	18.6	3.5	1.9	1.9	-6.1	6.8	-36.4
Cc1ccc(C(=O)NN(C)c2nc3ccccc3nc2C(F)(F)F)cc1	-2.2	0.8	6.0	-4.3	3.4	-0.6	-5.8	-0.5	2.4
CN(C)c1ccc(CNc2ncnc3sccc23)cc1	-4.1	14.0	11.0	6.4	1.6	-2.8	-6.6	4.3	-25.1
Nc1nonc1-c1nc2ccccc2n1CC(=O)N1CCCCC1	-2.7	10.2	-3.3	9.9	-1.6	-0.3	-1.9	-10.8	-0.9
O=C(CN(C(=O)Cn1nnc(-c2ccc(F)cc2)n1)c1cccc(F)c1)NC1CCCC1	-1.8	-10.5	-9.0	-0.1	4.9	-1.8	-34.2	0.1	-5.1
COc1ccc(N2CCN(C(=O)c3ccc(OCc4c(C)noc4C)c(OC)c3)CC2)cc1	-0.1	17.7	-4.0	4.5	-5.2	-1.5	-0.8	-12.7	-5.2
Cc1ccc(CN(CC(=O)NCCc2ccccc2)C(=O)c2csnn2)cc1	-4.8	-3.8	3.4	5.3	0.7	-1.3	-36.8	-3.1	-2.7
COc1ccccc1OCc1nnc(SCC(N)=O)n1-c1ccccc1	-3.0	14.7	20.2	7.8	7.2	-2.5	-26.8	9.7	-7.0
COc1ccccc1NC(=O)CSc1nnc(COc2ccc(Cl)cc2)o1	-0.1	-10.9	-6.3	-0.2	-4.8	-2.3	-22.6	-0.3	-1.3
CC(=O)Nc1cccc(NC(=O)C2CCCN2C(=O)Nc2ccc(Cl)cc2)c1 (stereo unspecified)	-4.1	-4.0	-1.9	-0.1	4.4	-1.8	-3.5	8.3	7.7
CC(C)CN(C(=O)COC(=O)c1cncc(Br)c1)c1c(N)n(Cc2ccccc2)c(=O)[nH]c1=O	-3.2	19.0	15.2	9.2	3.1	-4.1	-24.7	5.9	-8.2
CCn1nc(NS(=O)(=O)c2ccc([N+](=O)[O-])cc2)c2cc3ccccc3nc21	-2.5	7.9	14.3	9.3	-2.5	-0.8	-30.9	-3.8	-8.9
COc1cccc(-c2csc(N3CCN(CC(=O)NNC(=O)c4ccc(Br)cc4)CC3)n2)c1	-3.3	-9.9	-11.2	-3.0	0.7	-2.1	-5.3	-10.7	-8.9
O=C1c2ccccc2C(=O)N1CCn1ccnc1	-2.0	1.4	-3.9	1.2	4.9	0.8	-0.3	2.9	-2.9
CN1CCN(c2cnn(-c3ccccc3)c(=O)c2Br)CC1	0.8	5.3	-4.3	7.3	-2.5	3.0	3.7	-2.9	-7.8
Cc1ccccc1C(=O)c1c[nH]c(C(=O)NCc2cccs2)c1	0.2	-19.6	-8.2	-9.4	1.0	-2.1	-14.0	-3.5	5.7
COc1ccc(-c2c[nH]c(=O)[nH]c2=O)cc1OC	-0.3	3.4	2.6	-2.2	-2.2	-2.8	14.6	-1.4	-10.6

Additional results.
SMILES	IMP-1 inh	SUMO HTRF inh	HCV NS3 hel inh	IDE inh	IDE act	VIM-2 inhibitor	DNA FID counter	M18AAP inhibitor	p-CIP stab down
Cc1nn(CCC(=O)NNC(=S)Nc2ccc(Cl)cc2)c(C)c1[N+](=O)[O-]	-6.1	-28.4	-3.6	1.1	-3.6	-3.7	4.6	15.7	0.9
OC(COc1ccc(CNCCc2ccccc2F)cc1)CN1CCCCC1 (stereo unspecified)	-1.5	11.6	-5.6	3.1	1.3	-0.6	13.6	2.1	-2.8
CCN(CC)c1ccc2c(Nc3ccccc3)c(C=O)c(=O)oc2c1	-3.5	10.2	-5.6	-4.5	2.1	-2.3	3.5	-1.1	-8.1
COc1ccc(CN2CCN(Cc3ccco3)CC2)c(OC)c1	-0.8	18.5	-1.2	-1.2	-4.4	-1.2	-0.5	3.0	-2.7
CC1CCN(C(=O)CSCC(=O)Nc2nc(-c3cccs3)cs2)CC1	-3.6	-27.5	-7.8	3.2	0.3	0.5	-25.4	4.7	-4.0
CCOC(=O)c1cc2c(=O)n3ccccc3nc2n(C(C)C)c1=NC(=O)c1ccncc1	-3.5	31.3	-0.3	6.6	1.4	2.5	-7.1	11.0	-12.3
COc1ccccc1/C=C/C1(C(=O)NC2CCCC2)CC(=O)N1c1ccc(C)cc1 (stereo unspecified)	-1.9	-4.0	6.6	-1.9	1.4	-1.9	-25.8	6.2	-2.8
Cc1ccc(-c2noc(CCC(=O)Nc3ccc(C)cn3)n2)cc1	-2.7	8.3	-7.9	-0.2	-0.9	-4.1	-4.1	-3.2	-8.7
Cc1cc(C)c2cc(C(=O)N3CCc4ccccc4C3)[nH]c2c1	-3.8	-7.9	-16.7	8.0	-0.9	-3.7	-22.8	6.0	-6.4
COCc1cc(SC2CCCCC2)nc(C)n1	-2.3	-7.4	7.4	7.5	5.5	-3.1	-0.2	7.4	10.1
